High-throughput results deposited in PubChem by several laboratories.
RmlC RmlD mix: RmlC and RmlD coupled enzyme inhibitors, primary screen, biochemical, 384-well, compound mixtures, retest; RmlC/RmlD coupled enzyme inhibition, 384-well mixture HTS; 110,000 compounds, 0.39% hits; inhibition, % at 5.5 µM; AID 1532, 2009; in the data active = inhibition above about 30%, passing the limit was not always enough; also: strong numbers were not always called active
HIV RNase H inh: HIV-1 RT RNase H inhibitors, primary screen, biochemical, fluorescence. Gag-Pol polyprotein (Human immunodeficiency virus type 1 group M subtype B (isolate …. RT-RNase H RNA/DNA duplex cleavage. inhibition, % at 10 µM. 65,000 compounds, 1.9% hits. AID 565, 2006; in the data active = inhibition above about 50%
* hit, by the source's call; · = not tested or not shown. The list is partial; the hit share may differ from the screen's.

molecule	RmlC RmlD mix	HIV RNase H inh
COc1cc(C(=O)OCC(=O)c2c[nH]c3ccccc23)ccc1OCC(=O)N1CCOCC1	-18.4	-1.6
CNc1nc(OC)nc(N2CCOCC2)n1	-6.9	-1.6
O=C(CSc1nc(-c2ccccc2)cc(=O)[nH]1)N1CCOCC1	7.3	1.4
Cn1c(SCC(=O)N2CCCCC2)nnc1-c1ccc(S(=O)(=O)N2CCOCC2)cc1	15.8	2.1
Cc1cc(-c2ccccc2)nc(N(C)NC(=O)c2cccc(C(F)(F)F)c2)c1S(C)(=O)=O	-16.1	·
Cc1ccc(S(=O)(=O)CCC(=O)OCC(=O)Nc2cc(C)on2)cc1	4.2	2.0
O=C(Nc1nc(-c2ccccc2)cs1)c1ccc(S(=O)(=O)N2CCc3ccccc32)cc1	-13.8	·
CCn1nccc1C(=O)Nc1cc(Cl)ccc1Cl	2.7	-10.4
CC(=O)c1cc(-c2ccccc2)n(CC(=O)N2CCC(N3CCCCC3)CC2)c1C	-86.0	-9.7
O=C(Cn1cnc2sc3c(c2c1=O)CCCC3)NCCCC(=O)N1CCC2(CC1)OCCO2	-6.1	·
Cc1cccc(-n2c(N)cc(=O)[nH]c2=S)c1C	-11.9	-11.9
O=C(c1cc(C2CC2)on1)N1CCN(C(c2ccccc2)c2ccccc2)CC1	-7.2	-1.6
COc1ccc(OC)c2sc(NC(=O)c3ccc(Cl)s3)nc12	-3.8	7.1
O=C1c2ccccc2N2C(=O)c3ccccc3C2N1Cc1ccco1 (stereo not given)	1.2	-43.0
CC(C)N(C(=O)CSc1nnc(-c2cc3ccccc3cc2O)n1Cc1ccco1)C(C)C	-4.2	21.1
CCOC(=O)C1CN(C)CCC1=O (stereo not given)	4.5	-21.1
COC(=O)c1ccc(Nc2cc(C)nc3nc(C)nn23)cc1	·	-12.3
COC(=O)Nc1c(C(=O)OC)cc(OC)c(OC)c1OC	-7.9	-1.0
COC(=O)CSc1nc(NC(C)C)nc(N2CCOCC2)n1	8.5	-18.5
COc1ccc(C(=O)COC(=O)CN2C(=O)NC(C)(C)C2=O)cc1OC	3.9	2.2
COc1ccc(CNC(=O)Cn2c(=O)oc3ccccc32)cc1OC	6.6	·
CCOC(=O)c1c2ccc(OCC(=O)N/N=C/c3ccccc3C(F)(F)F)cc2n2ccccc12	8.4	·
COc1ccc(OC)c(-c2cc(C(=O)Nc3c(C)nn(Cc4ccccc4C)c3C)no2)c1	-4.3	-0.8
Cc1ccc(C)c(N(C(=O)CS(=O)CC(=O)Nc2ccc3c(c2)OCO3)C(C)C(=O)NC2CCCC2)c1 (stereo not given)	-11.5	·
O=P(O)(O)CCP(=O)(c1ccccc1)c1ccccc1	-9.3	-15.3
CCOC(=O)c1ccc(N2Cc3cc(C)c(C)cc3C2)cc1O	·	6.6
O=C1c2ccccc2C(O)(Cc2ccccc2)N1Cc1ccco1 (stereo not given)	-119.5	-9.7
CC(C)(C)[C@H]1C=C(C(N)=O)O[C@@H](OCCCCO)C1	-3.2	·
COc1ccc(CNC(=O)c2c(C)oc3c2C(=O)c2ccccc2C3=O)cc1	13.4	·
CCOC(=O)c1ccc2c(c1)nc(SCc1cn3ccsc3n1)n2CC	-6.1	-17.3
CCOC(=O)N1CCC(Nc2c(-c3ccccc3)c(=O)c2=O)CC1	9.4	·
Cc1cccc(N2C(=O)CC(Sc3nc(C)cc(C)n3)C2=O)c1 (stereo not given)	-8.1	·
COCCN1C(=O)N[C@@H](c2ccccc2)C(C(=O)OC)=C1C	-81.5	·
COCCNC(=O)CSCc1nc(-c2ccc(SC)cc2)oc1C	-5.3	-1.4
Cc1cc(NC(=O)c2ccc3c(c2)C(=O)N(C2CCCCC2)C3=O)no1	4.0	64.4*
CCc1nc(SCc2nnc(-c3ccc(C)cc3)o2)c2c(C)c(C)sc2n1	-11.7	·
COc1ccc(C(=O)O/N=C(\N)Cc2ccc(Cl)cc2)cc1OC	48.8	·
O=C(COc1ccccc1)Nc1nnc(-c2ccc3c(c2)CCCC3)o1	13.0	·
Cc1ccccc1NC(=O)C1CCCN(S(=O)(=O)c2cnc[nH]2)C1 (stereo not given)	-4.5	-3.5
O=C(O)Cn1c(P(=O)(O)c2ccccc2)nc2ccccc21	-12.5	-12.1
Clc1ccc2[nH]c3c(NCCCN4CCOCC4)ncnc3c2c1	3.6	-4.8
COC(=O)C1=C(N)Oc2cc(C)n(Cc3ccncc3)c(=O)c2C1c1cccnc1 (stereo not given)	-3.0	-2.3
COc1cc(O)c(C(CC(=O)N2CCOCC2)c2ccc3c(c2)OCO3)c(OC)c1 (stereo not given)	7.2	·
O=S(=O)(Cc1ccccc1)Nn1cnnc1	14.7	-6.9
S=c1[nH]nc(-c2ccco2)n1C1CCCCC1	·	2.7
Cc1ccc(C(=O)COC(=O)c2ccc3c(c2)C(=O)N(c2cccc4ncccc24)C3=O)cc1C	-7.6	·
OC1CN=C2Sc3ccccc3N2C1 (stereo not given)	-6.8	-8.8
CCc1ccc(NC(=O)c2cccnc2)cc1	8.3	2.3
COC(=O)c1cccc(NC(=O)c2nn(C)c(=O)c3ccccc23)c1	2.8	-18.9
CCCCCCNC(=O)N[C@@H](C(=O)NCCC[C@H]1CN2C(=NC[C@@H]2Cc2ccccc2)N1CCc1cccc(OC)c1)C(C)C	5.3	·
O=S(=O)(/N=C/N1CCOCC1)c1ccc(Cl)cc1	9.5	-15.8
c1ccc(CSc2ncccn2)cc1	6.0	-41.9
COc1ccc(Cl)cc1NC(=O)Cn1cccc1	-10.6	-23.8
Nc1cc(Cl)ccc1Oc1ccccc1	-8.1	5.1
O=C(Nc1ccc2c(c1)OCO2)c1cc(C2CC2)on1	6.9	0.7
Cc1ccc(-c2cc(C(F)F)nc(NCc3cccnc3)n2)cc1	-20.5	-59.5
COc1ccccc1NC(=O)CN1C(=O)CCS(=O)(=O)c2ccccc21	-3.4	8.4
COc1cccc(N2CCN(C(=S)NCc3ccco3)CC2)c1	-2.9	·
CC1=CC(c2ccccc2)n2nc(N3C(=O)C4CC=CCC4C3=O)nc2N1 (stereo not given)	13.4	-3.9
COc1ccc(C2N3CC4(C)CN2CC(C)(C3)C4=O)cc1OC (stereo not given)	6.8	-4.9

(more compounds)
molecule	RmlC RmlD mix	HIV RNase H inh
O=C(C1CCCO1)N1CCC(O)(c2ccccc2)CC1 (stereo not given)	1.1	-6.9
N#Cc1ccc(-n2c(-c3ccccc3)nnc2-c2ccccc2)cc1C#N	-14.0	·
O=S1(=O)N=C(Nc2ccc(O)c(CN3CCCCC3)c2)c2ccccc21	-4.7	13.4
COc1ccc(-c2noc(CSc3nc(N)c(-c4ccccc4)c(=O)[nH]3)n2)cc1OC	-11.1	4.5
O=C(CSc1nc(-c2ccco2)cc(C(F)(F)F)n1)NCCCn1ccnc1	-4.6	-9.1
O=C1[C@H]2[C@H](C=CC[C@H]2C(=O)N2CCN(c3ccccc3)CC2)CCN1Cc1ccc(Cl)c(Cl)c1	-4.2	·
CC1(C)NC(=O)N(CC(O)CN2CCCCC2)C1=O (stereo not given)	25.1	0.9
CC(C)Oc1ccc(NC(N)=O)cc1	1.3	-1.4
Cc1sc2ncn3c(C)nnc3c2c1C	-3.1	-5.1
COc1cccc(NC(=O)C(NC2CCCC2)c2ccccc2)c1 (stereo not given)	10.9	·
Nn1c(SC/C=C/c2ccccc2)nnc1-c1cccnc1	7.3	13.9
Cc1noc(C(=O)Nc2ccc3c(c2)OCO3)c1Cl	8.9	0.3
O=C(NCCN1CCN(c2ccccc2F)CC1)C1CC(=O)N(C2CCCC2)C1 (stereo not given)	-1.2	8.2
CCC(C)(C)n1nnnc1C(c1ccc(OC)c(OC)c1)N1CCN(c2ccccc2)CC1 (stereo not given)	-13.3	-7.9
Cc1ccc2c(c1)C1CN(C)CCC1N2S(=O)(=O)c1ccccc1 (stereo not given)	0.8	4.7
FC(F)Oc1ccc(NC(=S)NN2CCOCC2)cc1	-0.7	·
Cc1noc(/C=C/N(C)C)c1S(=O)(=O)N1CCCC(C(=O)N2CCc3ccccc32)C1 (stereo not given)	·	0.8
Cc1ccc(-c2noc(CCC(N)=O)n2)cc1	3.7	-8.6
O=C1NC2=C(CCc3ccccc32)C(c2ccc(Br)cc2)N1 (stereo not given)	20.9	·
O=C(Nc1ccccc1C(=O)O)c1cncc(Br)c1	-5.0	·
COC(=O)[C@@H]1C[C@@]2(O)[C@H](O)[C@H](O)[C@H](O)C[C@H]2N1CC1CC1	-26.8	·
O=C(Nc1nccs1)c1cc(S(=O)(=O)N2CCOCC2)ccc1Cl	-6.4	·
CCOc1cc(C(=O)OCC(=O)c2c(N)n(C)c(=O)n(C)c2=O)cc(OCC)c1OCC	-4.1	·
Cc1cc(C)nc(SCC(=O)Nc2ncc3c(n2)CCCC3=O)n1	0.8	1.1
CCCCC1(CCCC)NC(=S)N(Nc2ccc(C)cc2)C1=O	-1.9	·
O=C(NCc1cccnc1)c1cccn2c(=O)c3sccc3nc12	19.7	·
CC(=O)O[C@H]1CC[C@@]2(C)C(CCC3C2CC[C@]2(C)OC(=O)CCC32)C1 (stereo not given in full)	-6.4	·
C=CCOc1ccc(/C(CC)=N/O)c(OC)c1	105.0	-7.6
O=C(NCc1ccco1)c1cc(-c2ccccc2)nc2ccccc12	-13.6	·
COC(=O)COc1ccc(S(=O)(=O)N2CCN(c3ccccc3F)CC2)cc1C	2.5	0.8
Cc1ccc(OCC(O)CNC(=O)c2ccccc2C(=O)O)cc1 (stereo not given)	-0.3	·
Cc1ccccc1NC(=O)c1cnn(-c2ccccc2)c1NC(=O)c1ccco1	9.9	-1.9
CC(=O)C[C@H]1c2cc(F)ccc2S(=O)(=O)N1c1ccc(N(C)C)cc1	-12.7	·
CCOC(=O)CSc1nnc([C@@H](NC(=O)OC(C)(C)C)C(C)C)o1	-8.4	-0.2
CCOC(=O)N1CCN(C(=O)c2ccc3c(c2)ncn3C2CCCC2)CC1	7.3	1.8
O=C(C1=C[C@H](C2CCCCC2)C[C@H](OCCCCO)O1)N1CCN(Cc2ccc3c(c2)OCO3)CC1	2.3	·

Reprinted from the entries so far for reference:
molecule	RmlC RmlD mix	HIV RNase H inh
Cc1ccccc1NC(=O)c1cnn(-c2ccccc2)c1NC(=O)c1ccco1	9.9	-1.9
CC(=O)C[C@H]1c2cc(F)ccc2S(=O)(=O)N1c1ccc(N(C)C)cc1	-12.7	·

Compound profiles, from the list above.
`O=C(NCc1cccnc1)c1cccn2c(=O)c3sccc3nc12` in the list: RmlC RmlD mix = 19.7; HIV RNase H inh = ·
`COC(=O)COc1ccc(S(=O)(=O)N2CCN(c3ccccc3F)CC2)cc1C` in the list: RmlC RmlD mix = 2.5; HIV RNase H inh = 0.8

Carrying on.
molecule	RmlC RmlD mix	HIV RNase H inh
CC(C)(C)c1ccc(C(=O)CSc2nc3ccccc3c(=O)[nH]2)cc1	-9.3	·
Cc1ccc2c(c1)c1c(n2CC(O)CNC2CCCCC2)CCCC1 (stereo not given)	3.7	·
O=C(Nc1cccc(Cl)c1)OCc1ccccn1	-0.9	-20.3
COc1cc2c(=O)n(Cc3ccccc3)c(=O)n(CC(=O)NCCc3ccccc3)c2cc1OC	-18.7	·
CCOC(=O)C1CCN(c2c(NCCCN(CC)c3ccccc3)c(=O)c2=O)CC1	3.3	5.2
COc1ccccc1N1C(=O)c2ccccc2NC1C(OC)OC (stereo not given)	-172.4	·
O=C(CC(=O)NN=C1CCCC1)NCCc1ccccc1	8.4	·
Cc1ccc(OCC(=O)N2CCN(c3nnc(-c4ccc(C)cc4)c4ccccc34)CC2)cc1	7.5	·
O=C(Cc1ccccc1)Nc1cc(C(=O)c2ccccc2)ccc1N1CCOCC1	6.4	·
O=C(C1CCN(S(=O)(=O)c2ccccc2)CC1)N1CCOCC1	5.7	·
CCOC(=O)N1CCN(C(=O)CN(c2ccc(OC)c(OC)c2)S(C)(=O)=O)CC1	-31.6	·
O=C(Nc1nccs1)c1cnccn1	-5.8	0.6
Cn1c(=O)c(-c2ccccc2)nn2c3ccccc3nc12	7.6	-6.5
Cc1c(O)c(CN2CCCC2)cc2c1oc(=O)c1ccccc12	9.0	-2.2
Cc1ccc(C(=O)N2CCN(c3ccc(NC(=O)c4cccnc4)cc3)CC2)cc1	6.9	5.1
O=C(CN1CCSCC1)N/N=C/c1ccc(F)c(F)c1	3.5	·
O=C(Nc1ccccc1-c1nnn(CC(=O)N2CCCc3ccccc32)n1)c1cccc(Cl)c1	-9.1	·
O=C(NO)c1ccccc1O	8.9	-2.7
Cc1cc(N2CCC(C)CC2)nc(SCC(=O)c2ccccc2)n1	-0.9	·
